Screening results deposited in PubChem by National Center for Advancing Translational Sciences (NCATS).
RGS4 inh: human RGS4 inhibition; P49798; Transcreener GDP fluorescence polarization, RGS4-accelerated GTP hydrolysis; Potency, µM (top dose mostly 114 µM), for inactives: at the top dose activity change, negative = inhibition, hits mostly inhibitors; hit rate 0.039% among 390,000; AID 504845; note: % is set by controls: 0 for no effect and ±100 for the full control effect; nearly all actives have a fitted effect of over 75% in size; some results filed as inactive show a strong effect at the top dose
Target sequence (P49798 whole entry, looked up): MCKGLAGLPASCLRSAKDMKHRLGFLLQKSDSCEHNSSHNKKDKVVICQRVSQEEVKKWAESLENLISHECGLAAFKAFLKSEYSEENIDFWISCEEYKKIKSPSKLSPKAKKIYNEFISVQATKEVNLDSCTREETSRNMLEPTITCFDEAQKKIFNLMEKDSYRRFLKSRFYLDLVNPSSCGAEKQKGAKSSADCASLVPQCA
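MLSMR compounds (23 nl, pin-transferred) preincubated 10 min at room temperature with a 500nM (2x) first reagent, then RGS4 at 900nM (2x) plus Transcreener GDP mix added; fluorescence polarization (620/688 nm) read before and after 90 min at 30 °C.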
Pin1 inh: inhibitors of human Pin1. hit rate 0.009% among 390,000. AID 504891. Potency, µM (top dose mostly 115 µM), inactives show top-dose activity, negative = inhibition, actives largely listed as inhibitors. Pin1 FP peptide displacement, HiFluor488, 10 min; active = well fitted inhibition curve with a large enough effect in the polarisation, with a control signal flat, not every such curve was filed as active; inconclusive = small, poorly fitted or top-dose-only effect, or effect the other way, or a change in a side signal; inactive = no such curve, though single readings can be large or run the other way; the % refers to the polarisation; note: % is set by controls: 0 for no effect and ±100 for the full control effect
Target sequence (Q13526 whole entry, looked up): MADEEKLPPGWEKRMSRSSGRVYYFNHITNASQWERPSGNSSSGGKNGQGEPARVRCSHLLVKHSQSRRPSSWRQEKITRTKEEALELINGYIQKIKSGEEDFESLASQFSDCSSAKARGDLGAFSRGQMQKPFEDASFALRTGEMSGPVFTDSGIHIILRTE
Tb PGK inh: T. brucei PGK inhibition. Potency, µM (doses to about 57.5 µM), without a hit: at the top dose activity change, negative = inhibition, actives largely listed as inhibitors. P07378. PGK/GAPDH coupled, Kinase-Glo luminescence, 60 min. hit rate 0.043% among 380,000; note: % is set by controls: 0 for no effect and ±100 for the full control effect; nearly all actives have a fitted effect of over 60% in size
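Luminescent ATP detection (Kinase-Glo Plus) follows a 60-minute room-temperature incubation, with wells lacking PGK as controls. Buffer: 100 mM TEA (pH 7.6), 5 mM MgCl2, 0.01% Tween-20. Coupling enzyme GAPDH (100 nM final) supplies unstable 1,3-BPG in-well.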
rTrxR1 inhibitor: inhibitors of rat thioredoxin reductase 1; Potency, µM (doses to about 114 µM), without a hit: at the top dose activity change, negative = inhibition, most hits filed as inhibitors; O89049; hit rate 1% among 390,000; AID 588453; recombinant rTrxR1, NADPH fluorescence consumption, selenite substrate; note: % is set by controls: 0 for no effect and ±100 for the full control effect; nearly all actives have a fitted effect of over 65% in size
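Rat TrxR1 (90 nM in the dispensed reagent) was pre-reduced with 400 uM NADPH for 5 min at room temperature, then incubated with compound for 15 min. After 400 uM selenite was added, NADPH fluorescence (Ex 340/Em 450 nm) was followed for 8 min.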
ERG-DNA inh: ERG Ets/DNA interaction inhibition | hit rate 0.028% among 370,000 | fluorescence polarization, His-ERG Ets domain / labelled DNA | Potency, µM (series often up to 76.9 µM), inactives show top-dose FP activity, negative = inhibition, usual class: inhibitors | AID 624246; active = well fitted inhibition curve with a large enough effect in the polarisation, with a control signal flat; inconclusive = small, poorly fitted or top-dose-only effect, or effect the other way, or a change in a side signal; inactive = no such curve, though single readings can be large or run the other way; the % refers to the polarisation;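 note: polarization taken with two DNA probes labelled with fluorescein and Texas red; % of control where 0% means no effect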
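His-tagged ERG Ets domain (1 uM in the protein solution; 300mM KCl, 50mM Tris-HCl, 1mM EDTA, 1mM DTT, pH 7.5) received compound, then a probe mix of 5 nM fluorescein-DNA and 100nM Texas-615-DNA. Fluorescence polarization was read for both dyes.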
HP1b binding inh: blocks HP1-beta chromodomain binding to methylated histone tails; AlphaScreen HP1-beta / biotin-H3K9me3 peptide binding; Potency, µM (titrated, usually from 114 µM), for the others: at the highest dose activity change, negative = inhibition, usual class: inhibitors; hit rate 0.56% among 390,000; AID 540317; note: nearly all actives have a fitted effect of over 70% in size; inactives centre near 23
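Compound inhibition of the preformed complex between 50 nM HP1-beta and 50 nM biotinylated H3K9me3 peptide was read by AlphaScreen. Buffer was PBS pH 7.4 with 0.01% Tween-20. Incubations ran 30 min at room temperature, with 10 ug/mL donor/acceptor beads.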
12-LOX inh: ALOX12 (human) lipoxygenase inhibition; P18054; purified 12hLO, xylenol orange hydroperoxide absorbance; Potency, µM (titrated, usually from 108 µM), without a hit: at the top dose activity change, negative = inhibition, hits mostly inhibitors; hit rate 1.1% among 580,000; AID 1671190; note: % is set by controls: 0 for no effect and ±100 for the full control effect
Target sequence (P18054 whole entry, looked up): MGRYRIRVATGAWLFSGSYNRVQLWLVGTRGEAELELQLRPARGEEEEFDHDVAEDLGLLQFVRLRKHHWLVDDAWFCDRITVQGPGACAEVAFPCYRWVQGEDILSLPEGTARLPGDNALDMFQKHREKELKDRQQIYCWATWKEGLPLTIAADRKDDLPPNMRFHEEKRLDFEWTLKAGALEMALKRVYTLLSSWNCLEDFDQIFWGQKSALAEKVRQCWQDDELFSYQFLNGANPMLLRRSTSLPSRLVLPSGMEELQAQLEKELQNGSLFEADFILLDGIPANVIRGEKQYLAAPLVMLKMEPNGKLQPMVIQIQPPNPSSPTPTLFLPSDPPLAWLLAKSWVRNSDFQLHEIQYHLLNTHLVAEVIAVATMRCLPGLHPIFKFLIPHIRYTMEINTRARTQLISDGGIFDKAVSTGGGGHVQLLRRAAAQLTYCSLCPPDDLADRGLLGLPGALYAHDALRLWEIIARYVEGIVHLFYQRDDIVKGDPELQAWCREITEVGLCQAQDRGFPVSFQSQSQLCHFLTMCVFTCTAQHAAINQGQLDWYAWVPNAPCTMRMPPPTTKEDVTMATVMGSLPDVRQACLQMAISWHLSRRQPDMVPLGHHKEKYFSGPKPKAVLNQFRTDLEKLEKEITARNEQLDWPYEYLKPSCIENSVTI
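Purified human 12hLO at 150 nM in 25 mM Hepes, 0.01% Triton X-100, pH 7.0, preincubated 15 min at room temperature with compound. Reaction started with 40 uM arachidonic acid, 30 min at room temperature. Hydroperoxide measured by Fe-xylenol orange, 573/405 nm absorbance ratio.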
JMJD2A Tudor inh: inhibitors of human JMJD2A Tudor domain; O75164; AlphaScreen JMJD2A-Tudor / H3K4me3 peptide binding; Potency, µM (highest dose often 114 µM), inactives show at the highest dose activity change, negative = inhibition, actives largely listed as inhibitors; hit rate 4.4% among 390,000; note: % is set by controls: 0 for no effect and ±100 for the full control effect; nearly all actives have a fitted effect of over 50% in size
GLS inhibitor: blocks human kidney-isoform glutaminase activity; AID 624170; Potency, µM (top dose mostly 45.5 µM), inactives show top-dose activity change, negative = inhibition, most hits filed as inhibitors; GLS enzymatic activity, qHTS titration; O94925; hit rate 0.21% among 410,000; note: % is set by controls: 0 for no effect and ±100 for the full control effect
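hKGA in 45 mM KH2PO4 pH 8.2, 0.02% Tween-20 with pin-transferred compounds; 1 mM L-glutamine (stock) plus glutamate oxidase/HRP/Amplex Red coupling added. Fluorescence read initially and after 30 min at RT.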
Active calls of the source: *; & = joins results of further samples; ! = not active in a repeat; [ ] = another dose, or the depositor's remark. Unless noted, calls come from the whole dose curve; as a rule, active = well fitted curve in the direction sought with a large enough effect; inconclusive = small, poorly fitted or top-dose-only effect, or another doubt; inactive = no such curve, though single readings can be large; an effect the other way counts as inactive or inconclusive. Potency is the fitted concentration of half-maximal effect. The list is partial (hit frequency here may not be typical).

Screening O=S(=O)(NC1CCCCC1Nc1ccc(Cl)cc1)c1ccccc1 (stereo unspecified) returned RGS4 inh inconclusive, Pin1 inh -2%, Tb PGK inh 4%, rTrxR1 inhibitor 13%, ERG-DNA inh -1%, HP1b binding inh 22%, 12-LOX inh -10%, JMJD2A Tudor inh -14%[57.1 µM] and GLS inhibitor 20%.
`COCCNC(=O)c1ccc(-c2nc(CN3CCc4ccccc43)c(C)o2)cc1` gave RGS4 inh -21%, Pin1 inh -5%, Tb PGK inh -8%, rTrxR1 inhibitor 9%[57.1 µM], ERG-DNA inh -1%, HP1b binding inh 10%[57 µM], 12-LOX inh -10%, JMJD2A Tudor inh -20% and GLS inhibitor 3%.
Screening Cc1ccc(C)c(NC(=O)CCc2nnc3ccc(N4CCCC4)nn23)c1 returned RGS4 inh 2%, Pin1 inh 6%, Tb PGK inh -4%, rTrxR1 inhibitor 2%, ERG-DNA inh 1%, HP1b binding inh 47%[activator], 12-LOX inh -24%, JMJD2A Tudor inh 11% and GLS inhibitor 0%.
Screening CSc1ccc(CNC(=O)c2c(C)noc2C)s1 returned RGS4 inh 6%, Pin1 inh 5%, Tb PGK inh inactive, rTrxR1 inhibitor 13%[57.1 µM], ERG-DNA inh 3%, HP1b binding inh 10%, 12-LOX inh 26%, JMJD2A Tudor inh -3% and GLS inhibitor 0%.
For O=C1C=C(O)CC(c2ccc(Cl)cc2)C1 (stereo unspecified) the results were RGS4 inh -14%, Pin1 inh -14%, Tb PGK inh -4%, rTrxR1 inhibitor -32%, ERG-DNA inh -5%, HP1b binding inh 18%, 12-LOX inh -1%, JMJD2A Tudor inh 2% and GLS inhibitor 2%.
`c1csc(CN2CCOCC2)c1` gave RGS4 inh 3%, Pin1 inh 7%, Tb PGK inh -4%, rTrxR1 inhibitor -3%[57.1 µM], ERG-DNA inh 10%, HP1b binding inh inconclusive, 12-LOX inh -26%, JMJD2A Tudor inh 2.8µM* and GLS inhibitor 4%.
`O=C(Nc1ncc2c(n1)-c1ccccc1OC2)c1ccc(Cl)cc1` gave RGS4 inh 21%, Pin1 inh -8%, Tb PGK inh 3%, rTrxR1 inhibitor 117%[activator], ERG-DNA inh 8%, HP1b binding inh 37%[activator], 12-LOX inh -15%, JMJD2A Tudor inh 27% and GLS inhibitor -5%.
Screening O=C1CN(C(=O)CN2C(=O)NC(c3ccccc3)(c3ccccc3)C2=O)c2ccccc2N1 returned RGS4 inh -21%, Pin1 inh 6%, Tb PGK inh -6%, rTrxR1 inhibitor 4%, ERG-DNA inh 8%, HP1b binding inh 25%, 12-LOX inh 3%, JMJD2A Tudor inh -16% and GLS inhibitor 0%.
Screening Cc1cccc(C(=O)N[C@H](C(=O)Nc2ccc(S(=O)(=O)NC3=NCCCCC3)cc2)C(C)C)c1 returned RGS4 inh -14%, Pin1 inh -3%, Tb PGK inh inactive, rTrxR1 inhibitor -1%[57.1 µM], ERG-DNA inh 1%, HP1b binding inh 17%, 12-LOX inh -3%, JMJD2A Tudor inh 10%[57.1 µM] and GLS inhibitor 0%.
`Cc1cc2occ(CC(=O)NNC(=O)c3ccccc3F)c2cc1C` gave RGS4 inh 16%, Pin1 inh 0%, Tb PGK inh -3%, rTrxR1 inhibitor 9%, ERG-DNA inh -1%, HP1b binding inh 42%[activator], 12-LOX inh 496%[activator], JMJD2A Tudor inh -12% and GLS inhibitor -2%.
Screening COc1cc(CNCc2ccccn2)ccc1OCc1ccc(Cl)cc1Cl returned RGS4 inh 5%, Pin1 inh 3%, Tb PGK inh 5%, rTrxR1 inhibitor -8%, ERG-DNA inh 0%, HP1b binding inh 5%, 12-LOX inh inconclusive, JMJD2A Tudor inh inconclusive and GLS inhibitor 0%.
Screening O=C(O)CCc1nnc2n(Cc3ccc(F)cc3)c(=O)c3ccccc3n12 returned RGS4 inh -8%, Pin1 inh 6%, Tb PGK inh 1%, rTrxR1 inhibitor 8%[57.1 µM], ERG-DNA inh 5%, HP1b binding inh 64%[activator], 12-LOX inh 5%[57.4 µM], JMJD2A Tudor inh -1% and GLS inhibitor 6%.
COc1cccc(/C=C/C(=O)c2ccc3c(c2)OCCO3)c1OC was read as RGS4 inh -17%, Pin1 inh 6%, Tb PGK inh -1%, rTrxR1 inhibitor 23%, ERG-DNA inh -7%, HP1b binding inh 9%, 12-LOX inh 5%, JMJD2A Tudor inh -18% and GLS inhibitor 3%.
`Cc1oc2c(c1C(=O)NC(Cc1c[nH]c3ccccc13)C(=O)O)CCCC2` (stereo unspecified) gave RGS4 inh -18%, Pin1 inh -6%, Tb PGK inh -4%, rTrxR1 inhibitor 7%, ERG-DNA inh 3%, HP1b binding inh -8%, 12-LOX inh 11%, JMJD2A Tudor inh -11% and GLS inhibitor inconclusive.
`Cc1ccccc1CNc1ncnc2cc(Cl)ccc12` gave RGS4 inh -16%, Pin1 inh -3%, Tb PGK inh -9%, rTrxR1 inhibitor 9%[57.1 µM], ERG-DNA inh -16%, HP1b binding inh 8%, 12-LOX inh 1%, JMJD2A Tudor inh -7% and GLS inhibitor -5%.
O=C(c1ccccc1)C1CCN(C(=O)c2ccco2)CC1 was read as RGS4 inh 15%, Pin1 inh 3%, Tb PGK inh 6%, rTrxR1 inhibitor -10%, ERG-DNA inh 4%, HP1b binding inh 22%, 12-LOX inh 7%, JMJD2A Tudor inh -1% and GLS inhibitor -1%.
For COc1cccc(-n2c(Cc3cc(=O)[nH]c(=O)[nH]3)nnc2SCC(=O)N2CCC(C)CC2)c1 the results were RGS4 inh 2%, Pin1 inh -5%, Tb PGK inh 1%, rTrxR1 inhibitor -7%, ERG-DNA inh -4%, HP1b binding inh 15%, 12-LOX inh inconclusive, JMJD2A Tudor inh -12% and GLS inhibitor 3%.
For COc1ccc(NS(=O)(=O)c2ccc3c(c2)[C@H]2C=CC[C@H]2[C@@H](c2ccc(C(=O)O)cc2)N3)cc1 the results were RGS4 inh inconclusive, Tb PGK inh 28µM*!, rTrxR1 inhibitor inconclusive, ERG-DNA inh 10%&2%, HP1b binding inh 35µM*, 12-LOX inh 28µM*!, JMJD2A Tudor inh 45µM* and GLS inhibitor 10µM*.
Screening COC(=O)c1ccc(Nc2nc(-c3ccc(C)cc3)nc3ccccc23)cc1 returned RGS4 inh 0%, Pin1 inh 18%, Tb PGK inh -2%, rTrxR1 inhibitor 37%[activator], ERG-DNA inh -4%, HP1b binding inh 36%, 12-LOX inh 15%&-26%, JMJD2A Tudor inh 0% and GLS inhibitor -1%.
CCOC(=O)C1=C(CS(=O)(=O)c2ccc(C)cc2)NC(=O)NC1c1ccc(C(C)C)cc1 (stereo unspecified) was read as RGS4 inh -3%, Pin1 inh -4%, Tb PGK inh -1%, rTrxR1 inhibitor -9%, ERG-DNA inh -9%, HP1b binding inh 33%, 12-LOX inh -19%, JMJD2A Tudor inh -20% and GLS inhibitor 3%.
`Cc1ccc(NC(=O)CSCC(=O)N2CCN(Cc3ccc4c(c3)OCO4)CC2)cc1` gave RGS4 inh 1%, Pin1 inh 0%, Tb PGK inh 4%, rTrxR1 inhibitor 12%, ERG-DNA inh 0%, HP1b binding inh 12%, 12-LOX inh inconclusive, JMJD2A Tudor inh -10% and GLS inhibitor 2%.
CCN(CCNC(=O)CCCn1nc(C)n2c(cc3sccc32)c1=O)c1ccccc1 was read as RGS4 inh -23%, Pin1 inh -5%, Tb PGK inh -7%, rTrxR1 inhibitor 8%[57.1 µM], ERG-DNA inh -3%, HP1b binding inh 30%, 12-LOX inh 14%, JMJD2A Tudor inh -18% and GLS inhibitor 29%.
For Cc1cccc(C(=O)OC(C)CN2CCOCC2)c1 (stereo unspecified) the results were RGS4 inh -14%, Pin1 inh 7%, Tb PGK inh 7%, rTrxR1 inhibitor 12%[57.1 µM], ERG-DNA inh 44%[activator], HP1b binding inh 33%, 12-LOX inh -7%, JMJD2A Tudor inh 3% and GLS inhibitor 6%.
`Cc1cc(C(=O)CN2C(=O)NC3(CCC(C)CC3)C2=O)c(C)n1C` (stereo unspecified) gave RGS4 inh -11%, Pin1 inh -7%, Tb PGK inh 5%, rTrxR1 inhibitor -12%, ERG-DNA inh -2%, HP1b binding inh 14%, 12-LOX inh 1%, JMJD2A Tudor inh -12% and GLS inhibitor 3%.
Screening CSc1ncccc1C(=O)N1CCCC(C(=O)c2ccc3ccccc3c2)C1 (stereo unspecified) returned RGS4 inh 15%, Pin1 inh 2%, Tb PGK inh -7%, rTrxR1 inhibitor 0%, ERG-DNA inh 0%, HP1b binding inh 36%, 12-LOX inh 1%, JMJD2A Tudor inh -15% and GLS inhibitor -6%.
For CC1(C)C2CC[C@]3(C)C(CC=C4[C@@H]5C[C@@](C)(CO)[C@@H](O)C[C@]56C[C@@H](OC6=O)[C@]43C)[C@@]2(C)CC[C@@H]1O (stereo partly specified) the results were RGS4 inh -1%, Pin1 inh 0%, Tb PGK inh -5%, rTrxR1 inhibitor 1%, ERG-DNA inh -3%, HP1b binding inh 17%, 12-LOX inh 16%, JMJD2A Tudor inh -12% and GLS inhibitor 15%.
